KOR beta-arrestin-1 – kappa opioid receptor blockers – cell-based, luminescence, uHTS (AID 1778). 290,000 tested, 0.091% active. KOR beta-arrestin recruitment, luminescence, antagonist mode; higher % means a stronger effect. inhibition, % at 10 µM; hits with a dose series show IC50 in µM; in the data active = inhibition above about 50%; note: strong numbers were not always called active
GPR35 antagonists – GPR35 antagonists blocking zaprinast-driven arrestin recruitment, primary screen, imaging, U2OS, beta-arrestin-GFP, zaprinast agonist (AID 2058). U2OS GPR35 beta-arrestin-GFP translocation imaging, zaprinast antagonism; higher % means a stronger effect. one-dose inhibition, % at 10 µM; IC50 in µM for titrated hits. 290,000 tested, 0.052% active;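 active = inhibition of at least 50% with at least 30 cells and total cytoplasm GFP at most 10,000,000; inconclusive = under 30 cells or total GFP of 10,000,000 plus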
GPR55 antagonists – inhibition of LPI-stimulated GPR55 beta-arrestin translocation – imaging, U2OS, beta-arrestin-GFP, LPI agonist, primary screen (AID 2013); U2OS GPR55 beta-arrestin-GFP translocation imaging, LPI antagonism; higher % means a stronger effect; inhibition, % at 10 µM; hits with a dose series show IC50 in µM; 290,000 tested, 0.13% active;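 active = spots per cell inhibited over 60%, with over 100 cells counted and total cytoplasm intensity under 500,000; inconclusive = wells with under 100 cells, flagged as likely toxic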;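 note: U2OS cells stably carrying GPR55 and arrestin-GFP stimulated by 5 µM LPI near EC80; imaged beta-arrestin-GFP aggregate spots per cell after agonist stimulation; plate controls were LPI-stimulated DMSO wells for no effect and DMSO wells without LPI for full effect; some results filed as inactive read as strong as hits; confirmed hits need IC50 under 10 µM and bright autofluorescent wells are also inconclusive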
T cell modulator – modulates CD8 T cell binding to vesicles | calls only at 7 µM | 2C CD8+ T cell-vesicle binding, flow cytometry; hits give low values | 330,000 tested, 0.068% active | AID 2052;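 active = response, share of CD8 T cells binding vesicles, and their 90th percentile fluorescence all below set limits, cut at about 80% in these data, passing the limit was not always enough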
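Read-out – percent CD8+ FL2 mean versus row control · System – murine 2C transgenic CD8+ T lymphocytes · Times – 1.5 h cell–vesicle binding at 37 °C, then 20 min icy labelling · Control set – naked vesicles low, QL9 vesicles with vehicle high · Detection – cytometric PE anti-B7-1 and Alexa647 anti-CD8 signals after 1% paraformaldehyde fixation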
NTR1 agonist – NTR1-driven beta-arrestin-GFP spot formation – imaging, U2OS cells, high content, primary screen (AID 493036); P30989; agonist mode; activation, % at 20 µM; 330,000 tested, 0.17% active;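 active = activation at or above 40% of the spot to cytoplasm intensity ratio, with at least 20 cells analyzed; inconclusive = wells under 20 cells, flagged as cytotoxic or low count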;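 note: 0% = DMSO without peptide and 100% = 100 nM NTR1 peptide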
Target sequence (P30989 whole entry, looked up): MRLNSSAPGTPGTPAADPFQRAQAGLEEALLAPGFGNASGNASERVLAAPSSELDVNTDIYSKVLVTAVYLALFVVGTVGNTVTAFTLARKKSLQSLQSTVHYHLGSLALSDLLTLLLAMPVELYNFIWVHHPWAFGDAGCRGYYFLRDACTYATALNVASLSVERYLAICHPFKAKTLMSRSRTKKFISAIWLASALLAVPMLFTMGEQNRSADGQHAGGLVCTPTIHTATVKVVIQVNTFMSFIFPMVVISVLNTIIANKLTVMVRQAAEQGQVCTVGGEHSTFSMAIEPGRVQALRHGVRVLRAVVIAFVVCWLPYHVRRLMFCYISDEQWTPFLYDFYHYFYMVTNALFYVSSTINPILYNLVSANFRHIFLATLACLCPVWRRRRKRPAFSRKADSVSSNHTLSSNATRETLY
West Nile antiviral – inhibition of WNV-induced cytopathic effect – cell-based, CPE readout (AID 1621); 290,000 tested, 0.02% active; CPE inhibition, % at 10 µM, or IC50 in µM where a hit was titrated; West Nile virus-infected cells, CPE inhibition; higher % means a stronger effect; in the data active = a potency from the dose series; inconclusive = CPE inhibition mostly from about 3.7% at the one dose, without a potency; inactive = the rest, 99 in 100 with CPE inhibition below about 2.2%; note: strong numbers were not always called active
KOR beta-arrestin-2 – kappa opioid receptor activators – cell-based, luminescence, uHTS, primary screen (AID 1777); KOR beta-arrestin recruitment, luminescence; higher % means a stronger effect; activation, % at 10 µM; hits with a dose series show EC50 in µM; 280,000 tested, 0.02% active; in the data active = activation above about 50%, passing the limit was not always enough; note: a part of the inactive calls stands beside numbers as strong as those of hits
Salmonella PhoP GFP – inhibitors of PhoP regulon expression, primary screen, Salmonella Typhimurium, GFP reporter (AID 1863); 300,000 tested, 0.16% active; S. Typhimurium PhoP-regulated promoter GFP reporter, 4 h; higher % means a stronger effect; one-dose inhibition, % at 50 µM; IC50 in µM for titrated hits;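 active = inhibition over 29.93%, a cutoff 3 SD above the screen mean, later confirmed by dose response; inconclusive = inhibition over 29.93% but no dose response follow-up; inactive = inhibition at most 29.93% or unconfirmed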;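 note: 0% = low Mg2+ inducing control and 100% = high Mg2+ repressing control; strong numbers were not always called active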
GPR55 beta-arrestin – GPR55 agonists via beta-arrestin recruitment, primary screen, imaging, U2OS cells, beta-arrestin-GFP redistribution (AID 1961); U2OS GPR55 beta-arrestin-GFP redistribution imaging; higher % means a stronger effect; activation, % at 10 µM; hits with a dose series show EC50 in µM; 290,000 tested, 0.048% active;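 active = activation above 40% with more than 50 cells counted in the well; inconclusive = wells holding fewer than 50 cells, flagged as toxic or sparse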;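 note: U2OS osteosarcoma cells stably expressing GPR55 and beta-arrestin-GFP; plate controls were DMSO negative control for no effect and LPI positive control for full effect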
T cell modulator vesicle-bound % – second read-out of T cell modulator, no call of its own (marks repeat the call); double positive events, %; measured here: CD8+ vesicle-bound cell fraction;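 binding gate set so that unloaded-vesicle control wells show 10% double positive cells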
NTR1 agonist cell count 20 µM – further read-out of NTR1 agonist, marked with its call; cell count; measured here: cell count, cytotoxicity flag
Numbers without * were called inactive; i = inactive; ? = inconclusive; . = no result given; [ ] = dose if it differs, or a comment. Rows are unselected; about 0.62% have a hit in one of these screens.

Each structure is followed by: GPR35 antagonists	Salmonella PhoP GFP	West Nile antiviral	GPR55 antagonists	T cell modulator	KOR beta-arrestin-2	KOR beta-arrestin-1	T cell modulator vesicle-bound %	NTR1 agonist cell count 20 µM	GPR55 beta-arrestin	NTR1 agonist
> COc1ccc(CSCC(=O)N/N=C/c2ccccc2O)cc1
→ 2%	2%	-0.5%	-2%	i	-3.8%	-29%[20 µM]	33	36	0.8%	0.5
> CC(=O)NCCN1C(=O)S/C(=C\c2cccs2)C1=O
→ -14%	-5%	0.1%	1%	i	-4.7%	10%	45	49	0.6%	0.8
> CCOC(=O)N1CCN(C(=O)c2noc(C(C)C)c2[N+](=O)[O-])CC1
→ -7%	1%	-0.3%	4%	i	-1.6%	25%	18	60	0.8%	-1.5
> CS(=O)(=O)N(CC(=O)NC1CCCC1)Cc1ccc(F)cc1
→ -14%	-4%	0.0%	-6%	i	2.4%	11%	65	43	-0.2%	-0.3
> COc1ccccc1N1CCN(S(=O)(=O)c2cc(C(F)(F)F)cc(C(F)(F)F)c2)CC1
→ -1%	-10%	-0.4%	-6%	i	1.7%	-3%	42	56	0.2%	0.2
> CCOC(=O)N1CCN(C(=O)C2CCC(=O)N(CCCN3CCCC3=O)C2)CC1 (stereo unspecified)
→ 2%	-3%	0.0%	20%	i	-4.0%	9%	68	54	0.0%	0.0
> O=C(Nc1cc([N+](=O)[O-])ccc1Cl)C(Sc1ccccc1)c1ccccc1 (stereo unspecified)
→ -2%	3%	-0.9%	7%	i	13%	25%	52	42	0.2%	5.2
> CN1CCN(c2nc(-c3ccccn3)nc3ccccc23)CC1
→ 3%	22%	-1.3%	-18%	i	4.2%	-7%	20	64	-0.1%	-0.4
> COc1ccccc1OC(C)C(=O)Nc1ccccc1C(=O)NCC1CCCO1 (stereo unspecified)
→ 11%	-4%	-0.5%	-2%	i	2.2%	-40%	47	50	0.4%	0.8
> Cc1cc(C)nc(OC(C(=O)O)C(OCC(C)C)(c2ccccc2)c2ccccc2)n1 (stereo unspecified)
→ 7%	-5%	0.7%	-6%	i	4.6%	-24%	71	48	-0.1%	1.1
> Cc1ccc(Cn2c(SCC(N)=O)nc3c2c(=O)n(C)c(=O)n3C)cc1
→ -1%	-2%	-0.2%	6%	i	-0.7%	14%	10	59	0.2%	-0.3
> Cc1sc(NC(=O)c2ccc(F)cc2)c(CN2CCCCCC2)c1C
→ -10%	2%	-0.6%	32%	i	-0.3%	18%	20	59	-0.3%	2.7
> O=C(O)CC1CCC(=C(Cl)Cl)C1 (stereo unspecified)
→ 3%	-10%	0.1%	-2%	i	1.3%	4%	12	37	-0.2%	1.1
> COc1ccc(-c2cc(-c3ccc(OC)cc3)[nH]n2)cc1
→ -5%	3%	-0.5%	-2%	i	-1.6%	-19%	13	79	0.2%	0.1
> Cc1ccc(NC(=O)Nn2cnnc2)cc1Cl
→ 0%	-2%	-0.6%	9%	i	-1.1%	23%	20	56	0.0%	0.0
> COc1ccc(CNC(=O)C(c2ccc(C)cc2)N(Cc2cccs2)C(=O)c2ccc3c(c2)OCCO3)cc1 (stereo unspecified)
→ -7%	7%	-1.2%	.	i	-1.8%	21%	29	50	0.0%	5.1
> COc1cccc(C(=O)NC2CCNCC2)c1
→ 5%	-1%	-0.1%	10%	i	-3.7%	-25%[20 µM]	30	68	0.1%	1.2
> Nc1nnc(SCC(=O)Nc2ccc3nc(SCC(=O)Nc4ccccc4)sc3c2)s1
→ -6%	4%	0.5%	-12%	i	-1.4%	-39%	37	51	0.1%	13
> CS/C(=N\N(C)C(N)=O)c1ccccc1
→ 0%	3%	-0.3%	7%	i	-3.0%	10%	51	71	0.3%	1.3
> CC1=C(C(N)=O)C(c2cccs2)n2ncnc2N1 (stereo unspecified)
→ -3%	-10%	0.7%	4%	i	-0.6%	2%	16	64	0.8%	-0.9
> CCOCCCN(C)C1CCN(C(=O)c2oc3ccccc3c2NC(=O)Cc2cccc([N+](=O)[O-])c2)CC1
→ 1%	1%	0.0%	4%	i	-0.1%	-24%	26	67	0.0%	-1.0
> Cc1ccc(NC(=O)CN2CCC(NC(=O)c3ccccc3F)CC2)cc1C
→ 1%	10%	-1.8%	20%	i	1.6%	-29%[20 µM]	26	61	0.6%	-0.8
> CCC(C)N(C(=O)CSc1nc(-c2ccccc2)cs1)C1CCS(=O)(=O)C1 (stereo unspecified)
→ -3%	2%	-0.3%	11%	i	-5.1%	-39%	36	29	0.2%	0.8
> CCOC(=O)C1=C(C)N(C)C(=O)NC1c1ccccc1OC (stereo unspecified)
→ 7%	5%	-0.4%	1%	i	-1.8%	35%	21	35	-0.1%	1.1
> O=C(NCCCN1CCCC1=O)c1cc(-c2cccnc2)nc2ccc(Cl)cc12
→ -9%	-7%	0.7%	2%	i	-5.6%	8%	40	70	0.9%	-0.5
> CC(C)(CC(=O)O)CC(=O)Nc1ccccc1Oc1ccccc1
→ 3%	-7%	-0.4%	-2%	i	.	20%	21	53	-0.2%	-1.1
> Cc1cc(Cl)cc(Cl)c1OCCOc1cccc2cccnc12
→ -9%	-2%	-0.2%	-4%	i	-0.8%	-1%	46	71	-0.1%	9.2
> CCCCNc1nnc(Cc2ccc(Cl)cc2)c(=O)[nH]1
→ 8%	-3%	-0.8%	-2%	i	-2.3%	-14%	28	89	0.0%	-0.3
> COc1ccc(NC(=O)CSc2nc(SC)ns2)c(OC)c1
→ 14%	1%	-0.5%	-3%	i	-3.7%	-17%	21	42	-0.1%	-0.2
> CSc1nc(C)cc(SC(C(C)=O)C(=O)Nc2ccccc2)n1 (stereo unspecified)
→ -12%	-11%	-0.2%	3%	i	5.3%	-16%	10	60	-0.2%	-1.5
> CCOC(=O)C(Cc1ccccc1)NC(=O)CCc1nnc2ccc(N3CCOCC3)nn12 (stereo unspecified)
→ -15%	-5%	0.5%	7%	i	-0.9%	-44%	13	47	0.3%	1.5
> Cc1nc2ccccc2c2c1C(=O)N(Cc1cccnc1)C2=O
→ -6%	-16%	0.0%	3%	i	-4.4%	-18%	37	56	-0.1%	1.4
> CCCC(c1nnnn1Cc1ccc(OC)cc1)N1CCN(c2ccccc2OC)CC1 (stereo unspecified)
→ -4%	-5%	-0.4%	6%	i	20%	17%	20	73	0.1%	-0.2
> COc1ccc(NC(=O)Cc2nc3ccccc3[nH]2)cc1
→ 7%	4%	0.1%	8%	i	-0.5%	-7%	29	43	-0.3%	0.9
> Cc1cccc(N2C(=O)N3[C@@H]4c5ccccc5OC[C@@H]4[C@@H](c4ccccc4)[C@]3(C)C2=O)c1
→ 10%	-5%	0.3%	-3%	i	.	-6%[20 µM]	35	96	-0.3%	-1.1
> CN(C)/C=C/C(=O)c1ccccc1F
→ -2%	-4%	-0.1%	-4%	i	-1.6%	-32%	29	65	-0.3%	-1.4
> Cc1cccc(NC(=O)CSc2nc3nc(C)cc(C)n3n2)c1
→ -12%	-2%	-1.0%	-8%	i	-3.6%	-11%	51	54	-0.2%	-1.3
> Cc1nc(N)nc(N/N=C/c2c(F)cccc2Cl)n1
→ 3%	3%	-0.4%	10%	i	-3.8%	6%	30	82	0.0%	0.1
> CCCCOc1cccc(C2C(C(=O)c3ccc(C)o3)=C(O)C(=O)N2c2nnc(C)s2)c1 (stereo unspecified)
→ 11%	.	-0.2%	2%	.	-1.2%	-49%	.	59	0.4%	-0.3
> CCOc1ccc(OCC)c(NC(=O)CCSCCc2ccccn2)c1
→ -12%	-6%	-0.2%	14%	i	5.8%	14%	29	65	-0.4%	-1.5
> CN(Cc1ccccc1)C(=O)c1ccc([N+](=O)[O-])o1
→ 11%	9%	0.2%	-6%	i	0.6%	-3%	16	100	-0.4%	-2.0
> COc1ccccc1-c1nc(C#N)c(N2CCN(C(c3ccccc3)c3ccccc3)CC2)o1
→ 15%	10%	-0.2%	2%	i	-2.7%	22%	56	37	-0.2%	2.0
> CC(=O)Nc1ccc(S(=O)(=O)Nc2ccc(N3CCOCC3)cc2)cc1
→ -2%	-8%	0.1%	8%	i	-3.4%	-20%	60	44	-0.1%	0.0
> Cc1ccc(NC(=O)C2C3CCCC2C3c2ccccc2)cc1 (stereo unspecified)
→ -16%	-2%	-0.3%	-20%	i	-1.6%	32%	55	71	0.6%	-1.9
> CCCC(=O)NC(c1ccc(OC)cc1)c1ccc2cccnc2c1O (stereo unspecified)
→ -5%	9%	?	-12%	i	0.3%	-15%	32	67	-0.1%	2.9
> O=c1[nH]n(-c2ccccn2)c(=O)c2ccccc12
→ 7%	5%	-0.4%	0%	i	-3.5%	29%	34	43	-0.2%	0.5
> Cc1ccc(C(=O)Nc2ccc(N3CCN(C)CC3)cc2)cc1C
→ 16%	-9%	-0.7%	12%	i	-0.2%	-3%	51	49	0.3%	-0.8
> O=C(Cn1cnc2ccccc2c1=O)NCc1cccs1
→ 12%	12%	-0.3%	12%	i	2.5%	2%	10	48	-0.7%	-0.5
> COc1cccc(C(=O)Nc2ccc(Oc3cccc(C(F)(F)F)c3)nc2)c1
→ -1%	-4%	-1.4%	-14%	i	2.7%	-4%	16	50	-0.1%	5.3
> COCCN1Cc2cccc(C(=O)Nc3ccc4c(c3)OCCO4)c2C1=O
→ -10%	7%	0.0%	11%	i	4.1%	-12%	65	47	-0.2%	7.3
> Cc1cccc(NC(=O)CC2NC3CCCCC3NC2=O)c1 (stereo unspecified)
→ -7%	2%	-0.2%	-15%	i	6.8%	6%	26	96	0.3%	-0.1
> C=CCNc1nnc(SCC(=O)Nc2ccccc2OC)c2ccccc12
→ 10%	9%	-0.5%	6%	i	-1.6%	-31%	17	61	0.3%	1.9
> COc1cccc(C(=O)N(c2ccc(OC)cc2OC)C2C=CS(=O)(=O)C2)c1 (stereo unspecified)
→ -3%	-10%	0.1%	7%	i	1.9%	-24%	34	40	0.2%	-0.4
